# RORg inh = blocks mouse ROR gamma transcriptional activity; 310,000 compounds, 5.4% hits; Potency, µM (top dose mostly 53.6 µM), for inactives: at the top dose activity change, negative = inhibition, most hits filed as inhibitors; Drosophila S2 Gal4-RORgamma UAS-luciferase reporter, 20 h; P51450; AID 2551; further: potency means the concentration at half of the fitted maximal effect; on the % scale 0 is the no-effect control and ±100 the full control effect; nearly all actives have a fitted effect of over 60% in size
#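 Drosophila Schneider cells stably carrying a metallothionein-driven Gal4 DBD–ROR gamma fusion and a UAS-Photinus luciferase reporter were exposed to compound for 1 hr, then induced with copper sulfate (700 uM final) for 20 hr at ambient temperature before luminescence reading.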
# Gal4-VP16 FLuc = Gal4-VP16 reporter inhibition counter-screen; Drosophila S2 Gal4-VP16 UAS-luciferase, luminescence, 20 h; Potency, µM (highest dose often 53.6 µM), for the others: at the highest dose activity, negative = inhibition, usual class: inhibitors; 310,000 compounds, 3.5% hits;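 further: Gal4-VP16 expression switched on by copper sulfate through the metallothionein promoter; potency means the concentration at half of the fitted maximal effect; on the % scale 0 is the no-effect control and ±100 the full control effect; nearly all actives have a fitted effect of over 50% in size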
# FLuc counter = firefly luciferase modulation, counter-screen for miR-21 project; Potency, µM (doses to about 57.5 µM), for the others: at the highest dose activity change, negative = inhibition, actives largely listed as inhibitors; AID 588342; 360,000 compounds, 6.9% hits; purified FLuc, Km substrates, luminescence inhibition; P08659;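 further: potency means the concentration at half of the fitted maximal effect; plate controls were vehicle for no effect and reference inhibitor for full effect; nearly all actives have a fitted effect of over 55% in size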
# Target sequence (P08659 whole entry, looked up): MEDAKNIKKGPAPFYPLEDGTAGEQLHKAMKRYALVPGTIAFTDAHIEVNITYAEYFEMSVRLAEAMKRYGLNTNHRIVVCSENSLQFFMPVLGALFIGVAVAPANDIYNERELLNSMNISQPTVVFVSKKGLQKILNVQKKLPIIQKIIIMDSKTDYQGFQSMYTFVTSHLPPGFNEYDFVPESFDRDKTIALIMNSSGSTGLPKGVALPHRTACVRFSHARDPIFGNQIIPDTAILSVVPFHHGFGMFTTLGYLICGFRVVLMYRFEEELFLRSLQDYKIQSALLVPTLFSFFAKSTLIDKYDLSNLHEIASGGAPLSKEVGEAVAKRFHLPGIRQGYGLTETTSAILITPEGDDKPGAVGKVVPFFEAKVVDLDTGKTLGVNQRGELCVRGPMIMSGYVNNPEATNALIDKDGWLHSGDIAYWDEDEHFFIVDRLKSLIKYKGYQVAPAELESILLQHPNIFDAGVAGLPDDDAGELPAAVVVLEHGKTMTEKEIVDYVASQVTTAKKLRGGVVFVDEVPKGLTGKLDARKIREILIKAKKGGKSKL
#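 Biochemical qHTS of compounds, final roughly 60 µM downward over six points, against 10 nM purified firefly luciferase using Km concentrations of substrates (10 uM D-luciferin, 10 uM ATP) in Tris acetate pH 7.5 buffer; luminescence output.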
# p53 reactivator = re-activators of mutant p53; 320,000 compounds, 0.063% hits; Potency, µM (highest dose often 92.2 µM), for inactives: at the top dose activity change, positive = activation, usual class: activators; H1299 p53-A138V BP100-luciferase reporter, luminescence, 24 h; further: potency means the concentration at half of the fitted maximal effect; % of control where 0% means no effect; nearly all actives have a fitted effect of over 45% in size
#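 p53-null H1299 cells stably carrying temperature-sensitive p53-A138V and a BP100-luciferase reporter were pinned with compounds (4-point, 1:5 series) and held 24 hrs at 37 deg C. Luminescence was read 10 min after detection reagent.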
# Rab9 promoter act = activators of Rab9 promoter. Huh7 Rab9 promoter-luciferase reporter, luminescence, 24 h. AID 485297. Potency, µM (top dose mostly 9.22 µM), without a hit: at the highest dose activation, negative = inhibition, actives largely listed as activators. 320,000 compounds, 2.8% hits; further: potency means the concentration at half of the fitted maximal effect; % of control where 0% means no effect; nearly all actives have a fitted effect of over 60% in size
#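 Huh7 cells stably carrying a Rab9 promoter-luciferase reporter, 1500 cells per well in OP-MEM I with 10% FBS, treated with compound 24 hours at 37C. Luciferase activity read by luminescence after 10 minutes with Amplite reagent.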
# BRCA1 expr act = activators of BRCA1 expression; MCF7-BRCA1-FFLuc reporter, luminescence, 48 h; response scale: scaled: vehicle 0%, 10 µM genistein 100%; 380,000 compounds, 1.1% hits; AID 624202; Potency, µM (titrated, usually from 46.1 µM), without a hit: at the top dose activation, usual class: activators; further: potency means the concentration at half of the fitted maximal effect; nearly all actives have a fitted effect of over 80% in size; some results filed as inactive show a strong effect at the top dose
#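 MCF7 cells carrying a BRCA1-firefly luciferase reporter (2000 cells/well, phenol-red free MEM) were attached for 2 h at 37 °C, then given compounds for 48 h. Luminescence was read 15 min after luciferase reagent; activity normalized to genistein (10 microM) and DMSO.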
# TRPV1 agonist = human TRPV1 agonism. 320,000 compounds, 0.19% hits. TRPV1-expressing cells, Fluo-8 calcium influx, agonist mode. activation, % at 8.33 µM; in the data active means activation above about 80%; inconclusive means between about 30% and that limit; further: 0% is about no effect
#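 Fluo-8 calcium influx in TRPV1-expressing cells, kinetic read (ex 480/em 520 nm). Compound added and read 3 min for agonist activity, followed by capsaicin at EC20 final and 2 min further read for enhancement.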
# NPC1 promoter act = activators of NPC1 promoter; Huh7 NPC1 promoter luciferase reporter, 24 h; Potency, µM (titrated, usually from 9.22 µM), for inactives: at the highest dose activation, most hits filed as activators; 320,000 compounds, 2.4% hits;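 further: potency means the concentration at half of the fitted maximal effect; % of control where 0% means no effect; nearly all actives have a fitted effect of over 60% in size; reporter is driven by a mutant NPC1 promoter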
#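 Stable NPC1-promoter luciferase Huh7 line; cpd (DMSO) 24 h, 37 °C, 5% CO2; Amplite luciferase reagent 10 min RT; luminescence readout. qHTS format.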
# ELG1 genotox = inducers of genotoxicity in HEK293T ELG1-luciferase cells; HEK293T ELG1-luciferase reporter, luminescence, 16 h; Potency, µM (doses to about 46 µM), for inactives: at the highest dose activity change, positive = activation, actives largely listed as activators; 330,000 compounds, 1.3% hits; AID 504466; further: potency means the concentration at half of the fitted maximal effect; % of control where 0% means no effect; nearly all actives have a fitted effect of over 60% in size
#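 DMSO vehicle served as control against compound-treated ELG1-luciferase HEK293T cells; exposure lasted 16 hr at 37 °C and 5% CO2, followed by ONE-Glo luminescence detection after 30 min.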
# ELG1 repair inh = blocks ELG1-dependent DNA repair in HEK293T cells. 330,000 compounds, 2.3% hits. HEK293T ELG1-luciferase reporter, luminescence, 16 h; DNA damage induced by 5-fluorouridine. Potency, µM (doses to about 46.1 µM), inactives show at the top dose activity change, negative = inhibition, hits mostly inhibitors; further: potency means the concentration at half of the fitted maximal effect; on the % scale 0 is the no-effect control and ±100 the full control effect; nearly all actives have a fitted effect of over 55% in size
#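 HEK293T cells expressing luciferase-tagged ELG1 (2,000/well) received 5-Fluorouridine plus compound or DMSO for 16 hr at 37 °C. Luciferase was read by ONE-Glo luminescence after 30 min at room temperature.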
# Tb PFK inh = inhibitors of T. brucei phosphofructokinase; O15648; T. brucei PFK, ADP-Glo luminescence; Potency, µM (series often up to 57.5 µM), for the others: at the highest dose activity, negative = inhibition, most hits filed as inhibitors; 330,000 compounds, 0.17% hits;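 further: potency means the concentration at half of the fitted maximal effect; 0% = uninhibited 1x PFK enzyme wells and -100% = no-enzyme wells; nearly all actives have a fitted effect of over 60% in size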
# Target sequence (O15648 whole entry, looked up): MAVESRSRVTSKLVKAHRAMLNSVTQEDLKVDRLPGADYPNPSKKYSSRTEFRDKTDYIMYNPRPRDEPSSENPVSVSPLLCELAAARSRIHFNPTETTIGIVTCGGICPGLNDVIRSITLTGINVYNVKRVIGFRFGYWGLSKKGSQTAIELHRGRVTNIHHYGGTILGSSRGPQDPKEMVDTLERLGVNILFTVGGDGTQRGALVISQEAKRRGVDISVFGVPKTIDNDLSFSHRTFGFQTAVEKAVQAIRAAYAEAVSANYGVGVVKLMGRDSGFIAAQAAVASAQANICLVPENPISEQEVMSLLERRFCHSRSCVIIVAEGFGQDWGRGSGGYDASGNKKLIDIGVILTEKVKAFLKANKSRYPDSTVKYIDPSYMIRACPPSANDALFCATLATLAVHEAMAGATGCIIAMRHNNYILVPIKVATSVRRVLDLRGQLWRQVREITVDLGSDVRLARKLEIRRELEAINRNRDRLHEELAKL
#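 1.25 nM PFK with 0.5 mM F6P and 0.1 mM ATP in 0.1 M TEA pH 8.0, 5 mM MgCl2, incubated 45 min at room temperature; ADP measured by ADP-Glo luminescence; compounds titrated up to 57 uM.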
# Starred values were filed as active, the others as inactive; ? = inconclusive; · = not tested or not shown. Unless noted, the call rests on the fitted dose curve; in most records, active means well fitted curve in the direction sought with a large enough effect; inconclusive means small, poorly fitted or top-dose-only effect, or another doubt; inactive means no such curve, though single readings can be large; an effect the other way counts as inactive or inconclusive.
1. CCOC(=O)c1cc2c(=O)n3ccccc3nc2n(CCCOC)c1=NC(=O)c1cccnc1
2. CCOC(=O)c1sc2nc3c(cc2c1N)COC(C(C)C)C3 (centres undefined)
3. CC(=O)Nc1cccc(NC(=O)CSc2ncc(-c3ccccc3)[nH]2)c1
4. CCOC(=O)C1=C(C)NC(=O)NC1c1ccc(NC(C)=O)cc1 (centres undefined)
5. COc1ccc(NC(=O)Cc2ccc(C)c(C)c2)cc1S(=O)(=O)N1CCCCC1
6. CCCN1Cc2cccc(C(=O)N3CCN(c4ccccc4)CC3)c2C1=O
7. CCOc1ccc2nc(SCc3ccccc3C#N)sc2c1
8. Cc1cc(SCC(=O)OCC(=O)N2CCCC2=O)c(C)cc1Br
9. O=C(N/N=C/c1ccsc1)c1ccccn1
10. COc1cccc(CNC(=O)c2ccc(N3CCOCC3)c([N+](=O)[O-])c2)c1

compound no.	1	2	3	4	5	6	7	8	9	10
RORg inh	21%	-36%	-2%	-4%	·	-1%	44%	·	-4%	3%
Gal4-VP16 FLuc	6%	-23%	-10%	-2%	·	-10%	?	·	11%	2%
FLuc counter	2%	0.12µM*	-20%	0%	·	6%	7.6µM*	0%	15µM*	5%
p53 reactivator	-1%	?	7%	-13%	8%	-4%	?	3%	21%	-8%
Rab9 promoter act	-3%	?	22%	3%	·	-3%	2.5µM*	1%	4.5µM*	0%
BRCA1 expr act	·	?	-41%	0%	-53%	0%	7.9µM*	6%	31%	-14%
TRPV1 agonist	-2	-1	3	-1	·	-1	24	25	27	20
NPC1 promoter act	6%	0.79µM*	1%	0%	·	-2%	3.2µM*	-1%	2.8µM*	-2%
ELG1 genotox	-5%	0.13µM*	1%	1%	-5%	4%	?	1%	?	18%
ELG1 repair inh	-3%	?	0%	15%	26µM*	?	?	16%	?	0%
Tb PFK inh	-6%	4%	-5%	3%	-4%	1%	1%	0%	-4%	4%

11. COc1ccc2[nH]c(O)c(NC(C)=O)c2c1
12. O=C1OCCC1N1C(=O)c2ccccc2S1(=O)=O (centres undefined)
13. O=C1CCCCN1CC(=O)N1CCCC(Nc2ccc(F)c(F)c2)C1 (centres undefined)
14. COC(=O)C(NC(C)=O)(Nc1nc2c(C)cc(C)cc2s1)C(F)(F)F (centres undefined)
15. CCn1c(SCC(=O)N2CCCC2)nnc1-c1ccco1
16. Cc1ccsc1C(=O)OCC(=O)NCCNC(=O)COC(=O)c1sccc1C
17. CCOC(=O)C1=C(COC(=O)[C@H](C)NS(=O)(=O)c2ccc(NC(C)=O)cc2)NC(=O)NC1C (some centres undefined)
18. Cc1ccc(C)c(C(=O)COC(=O)C(C)N2C(=O)C3C4CCC(C4)C3C2=O)c1 (centres undefined)
19. O=C(Nc1nccs1)C1CC(=O)N(c2ccc(Cl)cc2)C1 (centres undefined)
20. COc1ccccc1NC(=O)Nc1ccccc1N1CCOCC1

compound no.	11	12	13	14	15	16	17	18	19	20
RORg inh	22%	?	13%	-14%	-9%	·	·	10%	-12%	7%
Gal4-VP16 FLuc	7%	3%	5%	9%	3%	·	·	-5%	23%	-1%
FLuc counter	-16%	0%	-1%	1%	-1%	-1%	-2%	?	4%	-16%
p53 reactivator	7%	1%	2%	-1%	3%	-2%	?	2%	-6%	3%
Rab9 promoter act	12%	1%	2%	-2%	0%	-1%	-7%	0%	-7%	-7%
BRCA1 expr act	-20%	4%	-1%	-71%	-3%	-1%	-10%	4%	0%	-17%
TRPV1 agonist	1	0	3	-3	0	5	-1	3	18	-3
NPC1 promoter act	9%	0%	-1%	-3%	1%	-1%	2%	-1%	0%	1%
ELG1 genotox	8%	-1%	-1%	-1%	0%	7%	0%	2%	-6%	4%
ELG1 repair inh	-1%	5%	19%	?	-2%	23%	18%	-1%	-8%	21%
Tb PFK inh	3%	-3%	0%	-2%	2%	2%	-2%	2%	-6%	-1%

21. O=Cc1ccc(C(=O)OCC(=O)NCc2ccco2)cc1
22. Cc1ccc(CCNC(=O)c2coc3nc4ccccc4nc23)cc1
23. Cc1cc(C)n2c(SCC#N)nnc2n1
24. COc1ccc(C)cc1S(=O)(=O)N1CCC(C(=O)N2CCN(C)CC2)CC1
25. COc1c(Br)cc([N+](=O)[O-])c(OC)c1C(=O)NC(=O)Nc1cc(Cl)cc(Cl)c1
26. CCN(CC)CCN1C(=O)C2C(C(=O)Nc3ccc(C(C)C)cc3)C3C=CC2(O3)C1C(=O)NC1CCCCC1 (centres undefined)
27. CCOc1cc(C(=O)OCC(=O)Nc2cc(C)on2)cc(OCC)c1OCC
28. CC(=O)N1CCN(c2ccccc2NC(=O)c2cccs2)CC1
29. Cc1ccc(N2C(=O)[C@@H]3C(C(=O)CN4C(=O)c5ccccc5C4=O)=NN[C@@H]3C2=O)c(C)c1
30. COc1cccc(CNc2ccc(C(=O)O)cc2)c1OCc1ccccc1

compound no.	21	22	23	24	25	26	27	28	29	30
RORg inh	·	-13%	0%	-4%	10%	-20%	6%	-31%	5%	11%
Gal4-VP16 FLuc	·	1%	-17%	4%	2%	-10%	-1%	3%	-2%	-12%
FLuc counter	·	1%	-1%	-2%	3%	-1%	9%	2%	2%	?
p53 reactivator	2%	15%	6%	3%	-1%	-4%	-2%	4%	-3%	-3%
Rab9 promoter act	·	-1%	-2%	-2%	-18%	3%	-10%	2%	-5%	3%
BRCA1 expr act	-5%	-41%	-11%	-3%	-34%	-27%	0%	-12%	-23%	-7%
TRPV1 agonist	·	-3	-3	0	-12	0	15	2	-2	9
NPC1 promoter act	·	-7%	-1%	4%	-19%	-2%	1%	0%	2%	-2%
ELG1 genotox	-1%	1%	0%	-1%	-5%	-1%	1%	-2%	0%	0%
ELG1 repair inh	7%	3%	6%	20%	?	?	-18%	7%	0%	-5%
Tb PFK inh	-5%	-6%	5%	-6%	-1%	0%	1%	-2%	-1%	1%

31. CNC(=S)NNC(=O)CCn1nc(C)c(Br)c1C
32. [N-]=[N+]=N[C@@H](CCN1CC[C@H](NC(=O)OCc2ccccc2)CCC1=O)c1ccccc1
33. Cc1ccc(S(=O)(=O)NCC(=O)OCC(=O)c2ccc(Br)s2)cc1
34. CC(Sc1ccc(S(=O)(=O)N2CCN(C)CC2)cn1)C(=O)NC1CCCCC1 (centres undefined)
35. O=C1Nc2ccccc2N=C(c2ccccc2)C1Br (centres undefined)
36. O=C(CSc1nnc2n1CCCN2)c1ccccc1
37. CC(C)CCC1(C)NC(=O)N(CC(=O)NCC(=O)Nc2ccc(F)c(F)c2F)C1=O (centres undefined)
38. O=C(O)CSc1nnc(COc2ccc([N+](=O)[O-])cc2)n1-c1ccccc1
39. O=c1cc(CSc2nnc(COc3ccc(Cl)cc3)o2)c2ccccc2[nH]1
40. CCOC(=O)C1=C(C)Nc2ccccc2S1

compound no.	31	32	33	34	35	36	37	38	39	40
RORg inh	0.63µM*	10%	2%	·	0%	-8%	·	-7%	27%	-3%
Gal4-VP16 FLuc	4µM*	-6%	10%	·	-11%	?	·	5%	-3%	-1%
FLuc counter	0%	-1%	-8%	6%	-18%	?	·	5%	0%	?
p53 reactivator	·	0%	-3%	0%	4%	15%	-3%	2%	-14%	12%
Rab9 promoter act	·	-2%	-3%	1%	27%	?	·	-12%	-2%	6%
BRCA1 expr act	1%	-8%	8%	1%	-7%	43%	-8%	-16%	-23%	-34%
TRPV1 agonist	-3	3	1	3	1	1	·	0	4	-5
NPC1 promoter act	·	-3%	0%	0%	4%	24%	·	-3%	-3%	-1%
ELG1 genotox	·	-8%	0%	-1%	2%	19%	1%	-2%	-11%	3%
ELG1 repair inh	·	-6%	9%	?	2%	?	18%	0%	?	22%
Tb PFK inh	·	2%	-2%	-10%	-7%	1%	0%	-2%	11%	-7%

# Profiles as entered above. Order of values: RORg inh | Gal4-VP16 FLuc | FLuc counter | p53 reactivator | Rab9 promoter act | BRCA1 expr act | TRPV1 agonist | NPC1 promoter act | ELG1 genotox | ELG1 repair inh | Tb PFK inh
# `CCOC(=O)C1=C(C)Nc2ccccc2S1` across the screens: -3% | -1% | ? | 12% | 6% | -34% | -5 | -1% | 3% | 22% | -7%
# `O=c1cc(CSc2nnc(COc3ccc(Cl)cc3)o2)c2ccccc2[nH]1` across the screens: 27% | -3% | 0% | -14% | -2% | -23% | 4 | -3% | -11% | ? | 11%

# Assay outcomes from PubChem.
